# Bioassay records deposited in PubChem by NMMLSC.
# Bim-Bcl-W: human Bim-Bcl-W interaction inhibition | bead-based flow cytometry, Bim peptide-Bcl-W binding | 0.02% of 190,000 active | inhibition, % at 10 µM | Q92843;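 further: 0% = bound tracer without compound and 100% = peptide blocker; higher means less fluorescent Bim peptide bound to Bcl-W beads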
# Bim-Bcl-2: disrupts Bim peptide binding to human Bcl-2 | P10415 | Bead-based flow cytometry, Bim peptide-Bcl-2 binding | inhibition, % at 10 µM | AID 950 | 0.06% of 190,000 active; in the data active means inhibition above about 40%;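 further: 0% = no compound wells with probe peptide and 100% = reference peptide inhibitor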
# Target sequence (P10415 whole entry, looked up): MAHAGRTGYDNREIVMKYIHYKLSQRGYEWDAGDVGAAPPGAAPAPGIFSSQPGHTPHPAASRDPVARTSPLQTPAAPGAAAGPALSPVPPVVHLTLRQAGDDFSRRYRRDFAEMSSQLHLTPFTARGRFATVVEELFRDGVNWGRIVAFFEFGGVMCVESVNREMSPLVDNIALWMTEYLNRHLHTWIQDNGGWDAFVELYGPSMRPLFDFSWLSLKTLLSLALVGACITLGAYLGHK
# Bim-Bfl-1: human Bim-Bfl-1 interaction inhibition; Q16548; Bead-based flow cytometry, Bim-Bfl-1 binding inhibition; inhibition, % at 10 µM; 0.12% of 190,000 active;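 further: 0% = wells without compound plus tracer and 100% = blocker peptide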
# Bcl-B Bim block: inhibitors of Bim-Bcl-B interaction, human | 0.073% of 190,000 active | AID 951 | bead-based flow cytometry, Bim peptide-Bcl-B binding | inhibition, % at 10 µM | Q9HD36;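 further: 0% = tracer peptide without compound and 100% = reference inhibitor peptide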
# Target sequence (Q9HD36 whole entry, looked up): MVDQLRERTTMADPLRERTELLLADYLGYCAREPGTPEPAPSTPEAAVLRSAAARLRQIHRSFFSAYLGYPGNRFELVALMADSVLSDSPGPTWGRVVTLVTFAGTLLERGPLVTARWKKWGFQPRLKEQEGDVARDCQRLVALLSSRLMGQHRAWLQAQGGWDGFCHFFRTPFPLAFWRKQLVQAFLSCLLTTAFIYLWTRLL
# Cdc42 wt: human Cdc42 wildtype GTP binding change, either direction; percent activity (GTP binding), % at 10 µM; 0.2% of 190,000 active; P60953; GST-Cdc42 beads, Bodipy-GTP binding, flow cytometry; actives lie on both sides;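 active means percent activity GTP binding at least 20 points away from the 100% baseline, either down as inhibitor or up as activator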;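 further: median bead fluorescence of bound Bodipy-FL-GTP at 100 nM; 0% = excess unlabeled GTP control and 100% = no compound control; below 100% means less GTP binding so inhibitor and above means activator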
# Target sequence (P60953 whole entry, looked up): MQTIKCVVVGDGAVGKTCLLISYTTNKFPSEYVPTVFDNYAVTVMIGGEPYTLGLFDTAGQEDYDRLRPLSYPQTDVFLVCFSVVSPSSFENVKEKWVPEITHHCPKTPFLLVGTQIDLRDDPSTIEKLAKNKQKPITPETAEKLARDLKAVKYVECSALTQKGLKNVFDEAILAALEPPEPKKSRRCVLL
# Bim-Bcl-XL: disrupts Bim peptide binding to human Bcl-XL; Q07817; bead flow cytometry, fluorescence; inhibition, % at 10 µM; 0.04% of 190,000 active
# Target sequence (Q07817 whole entry, looked up): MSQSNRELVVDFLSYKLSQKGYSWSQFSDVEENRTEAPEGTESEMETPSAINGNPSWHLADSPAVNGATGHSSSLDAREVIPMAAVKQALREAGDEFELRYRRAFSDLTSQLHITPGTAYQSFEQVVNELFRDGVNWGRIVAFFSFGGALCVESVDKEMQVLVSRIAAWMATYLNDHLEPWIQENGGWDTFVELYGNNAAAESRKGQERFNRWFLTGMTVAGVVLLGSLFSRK
# HRas wt GTP: modulators of GTP binding to human HRas wildtype; GTP binding activity, % at 10 µM; 0.14% of 190,000 active; AID 759; GST-Ras wt beads, Bodipy-FL-GTP binding, flow cytometry; actives lie on both sides; P01112;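 active means GTP binding activity at least 20% away from the 100% baseline, either lowered as inhibitor or raised as activator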;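 further: 0% = unlabeled GTP competition control and 100% = no-compound control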
# Rac1 mut GTP: alters GTP binding to activated mutant human Rac1 | AID 764 | 0.11% of 190,000 active | P63000 | percent activity (GTP binding), % at 10 µM | GST-Rac1 activated beads, fluorescent GTP binding, flow cytometry; actives lie on both sides; 100% means binding = to untreated wells;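 active means GTP binding at least 20 percentage points away from the 100% baseline, in either direction, so actives lie on both sides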
# Rab2A wt mod: changes GTP binding to wildtype dog Rab2A, up or down; P61105; GST-Rab2 wt beads, Bodipy-GTP binding, flow cytometry; GTP binding activity, % at 10 µM; 0.19% of 190,000 active; AID 760;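 active means GTP binding activity at least 20 points away from 100%, either lowered or raised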;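 further: 0% = beads with excess unlabeled GTP and 100% = no-compound control corrected for plate trend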
# Rac1 wt modul: human Rac1 wildtype GTP binding, inhibitors and activators; GTP binding activity (% of control), % at 10 µM; GST-Rac1 beads, fluorescent GTP binding, flow cytometry; actives lie on both sides; 0 = cold GTP competed, 100 = untreated; 0.27% of 190,000 active; P63000;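 active means GTP binding activity at least 20 points away from the 100% control level, either lower or higher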
# Rab7 wt GTP bind: alters GTP binding to wildtype dog Rab7; GTP binding activity (percent of control), % at 10 µM; 0.055% of 190,000 active; GST-Rab7 beads, fluorescent GTP binding, flow cytometry; actives lie on both sides; untreated = 100%, excess cold GTP = 0%; AID 758;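 active means fluorescent GTP binding to Rab7 beads changed by at least 20 points from the 100% baseline, either direction, mostly lower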;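 further: median green fluorescence of bound Bodipy-FL-GTP per Rab7 bead population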
# Starred values were filed as active, the others as inactive; . = no result given. Unless noted, no stated cut-off is given here; in the data, active means inhibition above about 40%.
Compound,Bim-Bcl-W,Bim-Bcl-2,Bim-Bfl-1,Bcl-B Bim block,Cdc42 wt,Bim-Bcl-XL,HRas wt GTP,Rac1 mut GTP,Rab2A wt mod,Rac1 wt modul,Rab7 wt GTP bind
CN1CCN(C(=O)c2ccc(CS(=O)(=O)c3c(Cl)cccc3Cl)o2)CC1,-4,-9,-11,-12,102,-9,101,97,100,103,100
CCN(CC(=O)Nc1cc(Cl)ccc1C)c1ncnc2sc(C)c(C)c12,-3,-3,-1,-5,100,-2,100,96,101,102,100
O=C(CSc1n[nH]c(-c2cccs2)n1)N1CCCc2ccccc21,0,-2,-1,-2,98,0,99,94,97,95,96
COc1ccc(C2=NOC(C(=O)Nc3cc(Br)ccc3O)C2)cc1OC (stereo not given),5,-3,-3,-3,99,-1,100,97,99,97,99
O=C(Nc1nc(-c2ccc(F)cc2)cs1)C1CCCO1 (stereo not given),-2,0,1,-1,97,-4,100,101,100,104,96
O=C(Nc1ccon1)c1csc2ccccc12,-4,-4,1,-7,97,-1,99,95,95,95,98
Cc1cccc(NC2=CC(=O)CC(C)(C)C2)c1C,-3,0,-6,-3,88,-4,89,88,90,88,93
COc1ccc(/C=N/NS(=O)(=O)c2ccc(C)cc2)cc1OC(=O)c1ccc(C)cc1,6,0,-8,-2,102,-1,100,100,97,103,98
Cc1ccc2[nH]c3c(NCc4ccco4)ncnc3c2c1,2,0,-2,-9,99,2,98,98,99,99,97
CCOc1ccc(OCC(=O)Nc2nccs2)cc1,-2,0,-5,-3,96,-3,98,95,98,95,100
Cc1cc(CNC(=O)CC2C(=O)NCCN2Cc2ccc(-c3ccccc3)cc2)nn1C (stereo not given),-4,-7,-13,-7,101,-4,96,95,96,99,95
COC(CCN(C)C)(c1ccccc1)c1ccccc1,-1,-10,-15,-9,102,-7,101,101,99,105,99
Cc1ccc(NC(=O)CSc2nc3[nH]ncc3c(=O)[nH]2)c(C)c1,-2,-6,-6,-7,94,-3,96,96,94,98,104
O=C(c1ccc(CSc2ccc(Cl)cc2)cc1)N1CCOCC1,0,-6,-4,-1,97,0,98,94,97,99,106
CCCCOC(=O)c1ccccc1N1C(=O)C2C3CCC(C3)C2C1=O (stereo not given),-1,-2,-1,-3,103,-4,104,96,102,106,102
CC1CCCCN1C(=O)CCc1nnc(Cc2c[nH]c3ccccc23)o1 (stereo not given),-3,-2,-1,-4,96,-6,95,96,94,99,89
CSC1=N/C(=C\c2ccc(Br)o2)C(=O)S1,-3,0,1,-4,104,-3,101,98,100,102,98
O=C(CC(c1cccs1)S(=O)(=O)c1ccccc1)c1ccc(F)cc1 (stereo not given),0,3,1,-2,102,-1,100,99,98,102,96
Cn1c(NC(=O)c2ccc(S(=O)(=O)N3CCCCC3)cc2)cc(=O)n(C)c1=O,-4,-3,0,-9,100,-7,100,96,100,102,101
O=C(O)C(CCCCN1C(=O)c2ccccc2C1=O)N1C(=O)c2ccccc2C1=O (stereo not given),-4,0,-3,0,98,-6,98,96,96,97,96

# 2 compounds drawn at random from the list so far, as already listed:
Compound,Bim-Bcl-W,Bim-Bcl-2,Bim-Bfl-1,Bcl-B Bim block,Cdc42 wt,Bim-Bcl-XL,HRas wt GTP,Rac1 mut GTP,Rab2A wt mod,Rac1 wt modul,Rab7 wt GTP bind
Cc1cccc(NC2=CC(=O)CC(C)(C)C2)c1C,-3,0,-6,-3,88,-4,89,88,90,88,93
O=C(Nc1ccon1)c1csc2ccccc12,-4,-4,1,-7,97,-1,99,95,95,95,98

# Going on with the list:
Compound,Bim-Bcl-W,Bim-Bcl-2,Bim-Bfl-1,Bcl-B Bim block,Cdc42 wt,Bim-Bcl-XL,HRas wt GTP,Rac1 mut GTP,Rab2A wt mod,Rac1 wt modul,Rab7 wt GTP bind
COc1ccc(OC)c(NC(=O)CCN2CCN(Cc3ccccc3)CC2)c1,-2,-12,-18,-9,102,-13,101,101,102,105,100
CC(Nc1cccc(F)c1)C(=O)Nc1ccc(S(N)(=O)=O)cc1 (stereo not given),0,0,-2,-4,98,0,98,96,98,97,92
Cc1ccsc1/C=C1/SC(N2CCOCC2)=NC1=O,-7,-9,-12,-12,107,-6,103,102,101,108,103
OCCN1CCN(C(=S)c2ccc(Cl)c(Cl)c2)CC1,0,-6,7,-31,.,0,.,.,.,.,.
O=C(C1CCC1)N1CCc2cc(S(=O)(=O)NC3CCCc4ccccc43)ccc21 (stereo not given),0,-9,-10,-6,98,-11,100,98,99,102,100
CC(C)(C)c1nc2scc(-c3ccc(Cl)cc3)c2c(=O)o1,-1,-1,1,2,97,-5,96,96,95,97,93
CCC(C(=O)Nc1ccncc1)c1ccccc1 (stereo not given),-3,-2,0,-6,104,-4,102,102,99,108,103
Cc1cc(C)n2c(-c3ccccc3Cl)nnc2n1,-1,-2,-1,0,99,-1,97,102,97,106,100
O=C1CSC(c2ccccc2Br)N1c1ccc(Cl)cn1 (stereo not given),-2,-4,-6,1,97,-3,94,95,95,96,94
CCN(CC(F)(F)C(F)F)S(=O)(=O)c1ccc(NC(=O)OC)cc1,0,0,-2,-2,104,-2,104,102,105,102,106
COc1ccc(C2CCCN2C(=O)c2cccs2)cc1 (stereo not given),-4,-5,-22,-9,102,-5,102,96,100,97,101
CC(=O)NC(Cc1c[nH]c2ccccc12)C(=O)O (stereo not given),-1,-4,-2,-2,96,-3,97,97,98,99,105
CCOc1cc(C2C(C(=O)OC(C)C)=C(C)NC3=C2C(=O)CCC3)cc([N+](=O)[O-])c1O (stereo not given),0,1,-2,0,95,1,97,94,95,98,100
O=C(Oc1cccc2cccnc12)c1cccc(-n2cnnn2)c1,-3,2,4,-6,99,-4,98,96,99,103,94
Brc1ccc(CSc2nnc(Cc3c[nH]c4ccccc34)o2)cc1,1,-15,-13,-11,89,-9,90,88,89,87,88
Fc1cccc(Cl)c1/C=N/n1c(-c2cccnc2)n[nH]c1=S,0,3,9,-15,95,-1,93,92,97,98,94
Cc1ccc(-c2noc(CCC(=O)N(C)c3ccccc3C)n2)cc1,-3,-6,-8,-6,99,-8,100,99,102,107,100
COc1cccc2c1OC[C@@H](CO)[C@H]2N(C)C(=O)Nc1ccc(Cl)cc1,1,-7,-10,-4,97,-6,100,97,97,99,98
O=S(=O)(c1cccc(-c2nc3ccccc3s2)c1)N1CCCC1,-1,-4,0,-4,101,-3,99,99,100,100,95
Cc1cc(C)n(-c2ccc(C(=O)OCC(=O)NCc3ccc(F)cc3)cc2)n1,-4,-7,-8,-8,105,-8,100,100,100,103,102
CNC(=O)Nc1cccc(NC(=O)NC)n1,1,0,-2,-1,97,0,97,93,95,94,95
c1cc2nnnn2nc1N1CCCCC1,3,-8,-8,-5,102,-4,100,101,102,104,102
O=C1CCCN1CCC1CCCCN1Cc1nc(COc2ccccc2)no1 (stereo not given),-7,-6,-9,-7,98,-1,97,95,99,98,105
CCn1c(CSc2nc3ccccc3s2)n[nH]c1=S,-4,-3,-3,-4,97,-6,95,94,95,100,101
Cc1c(-n2c(SCC(=O)NC(C)C(C)C)nc3ccccc3c2=O)c(=O)n(-c2ccccc2)n1C (stereo not given),0,4,11,0,94,0,96,94,97,95,99
Cc1cc(C)c(C)c(S(=O)(=O)N2CCN(CC(=O)Nc3ccc([N+](=O)[O-])cc3)CC2)c1C,-2,-5,-14,-9,103,-2,105,104,103,105,100
O=C(Nc1ccccc1Cl)c1ccccc1Oc1ccc(C(F)(F)F)cc1[N+](=O)[O-],2,-7,-6,-5,98,0,97,100,100,99,98
COc1cc2c(cc1OC)C(/C(C#N)=N\O)=NC(C)(C)C2,-4,-13,-20,-11,101,-5,102,101,101,106,102
Cc1ccc(C)c(NC(=O)c2nc(-c3ccccc3)n(-c3ccccc3)n2)c1,-4,-2,-2,-1,95,-2,99,98,100,94,93
CCCn1nnnc1SCC(=O)N1CCCc2ccccc21,-1,1,1,3,109,-6,106,106,104,111,105
Cc1ccc(NC(=O)CS(=O)CC(=O)Nc2cccc(C)c2C)cc1F (stereo not given),-1,0,1,0,93,2,95,93,94,92,97
COC(=O)C1CCN(C(=O)C(C)Oc2ccc(Cl)cc2Cl)CC1 (stereo not given),0,-10,-10,-9,106,-13,102,99,103,108,100
Cc1ccnc(SCC(=O)N2CCN(c3cccc(Cl)c3)CC2)n1,0,4,-3,3,99,0,100,97,100,98,101
CCC(Sc1nnc(C)s1)C(=O)Nc1nccs1 (stereo not given),-3,-3,-8,-6,98,-7,99,99,101,100,99
COc1ccc(Nc2oc(COc3ccc(OC)cc3)nc2C#N)cc1,-2,-5,5,-3,101,-1,103,97,101,104,99
Cc1c2ccccc2nc2c(F)c(N(C)C)c(F)c(F)c12,0,-19,4,-16,100,-10,100,99,97,102,97
Cc1cc(-c2c(C)n([O-])c(C)c(C)[n+]2=O)ccc1F,-2,-1,0,0,97,-2,97,96,95,97,95
CCN(CC(=O)NCc1ccc(Cl)cc1)C(=O)c1ccc(S(=O)(=O)N(C)C)cc1,-5,-3,-3,-3,98,-6,96,97,95,100,94
Cc1ccnc(NC(=O)CCC(=O)N(CC(=O)NC(C)(C)C)c2ccc3c(c2)OCCO3)c1,0,1,-1,-1,97,4,97,96,96,99,98
CCCn1ccc(O)c(Cc2ccc(Cl)cc2)c1=O,0,-1,-3,1,102,0,98,93,99,99,107
O=C(c1cccs1)N(c1ccc(Br)cc1)C1C=CS(=O)(=O)C1 (stereo not given),2,-1,0,-3,101,-2,99,99,101,101,98
O=C1C2CCCN2c2ccc(S(=O)(=O)N3CCOCC3)cc2N1Cc1ccccc1F (stereo not given),0,0,-1,-1,99,-2,98,90,96,96,93
CCOC(=O)C1=C(C)N=c2s/c(=C\c3cc(OC)c(OC)c(OC)c3)c(=O)n2C1/C=C/c1ccccc1 (stereo not given),-10,-3,-5,-10,97,-12,97,97,97,96,99
Cc1cc(=O)oc(C)c1C(=O)OCC(=O)c1ccccc1,-1,-14,-16,-5,99,-6,97,97,97,99,98
CC1(C)CC(=O)C=C(NC2CCCCCCC2)C1,-19,-17,-19,-29,104,-22,103,100,103,106,100
O=C(Nc1nc(-c2ccccn2)cs1)C1CC1,-2,-7,-11,-5,107,-1,104,101,104,109,104
COc1ccc(C(=O)C2CCN(C(=O)c3ccc(C)cc3)CC2)cc1,-1,-1,-2,-2,95,-2,94,93,91,94,91
CN1CCN(Cc2nc(N)nc(Nc3ccc4c(c3)OCCO4)n2)CC1,-1,-2,0,0,104,0,105,104,103,109,103
COc1cc(/C(C)=N/NC(=O)Cc2c(C)[nH][nH]c2=O)ccc1O,-6,-7,-18,-9,101,-11,99,100,99,104,100
O=c1oc2ccccc2c(Nc2ccccc2)c1[N+](=O)[O-],0,3,2,-3,101,-2,102,97,99,107,98
Clc1cccc(Cc2ccc(Cl)nn2)c1,-4,-6,-5,-4,93,-2,96,96,96,98,96
